Source: PubChem BioAssay (National Center for Advancing Translational Sciences (NCATS))
Fluorescein fluor: qHTS Assay for Spectroscopic Profiling in Fluorescein Spectral Region | Compound autofluorescence, 480/540 nm, fluorescein-equivalent; hits give high values | max fluorescein-equivalent concentration, M | hit rate 0.91% among 59,000; in the data active = max fluorescein-equivalent concentration above about 10 nM; inconclusive = between about 1.1 nM and that limit
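Values reflect compound autofluorescence, normalized to fluorescein on the same plate and reported at each tested concentration. Conditions: 100 mM Tris pH 8.0, room temperature, 15 min, excitation 480 nm, emission 540 nm.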
HEK293 cAMP ctrl: qHTS Assay for Agonists of the Thyroid Stimulating Hormone Receptor: Activators of Intracellular cAMP Concentrations in Parental HEK 293. parental HEK293 CNG cAMP sensor, membrane potential fluorescence. Potency, µM (highest dose often 57.1 µM), inactives show top-dose activation, hits mostly activators. hit rate 2.5% among 73,000; also: potency is read from the fitted curve at half-maximal effect; % of control where 0% means no effect; nearly all actives have a fitted effect of over 55% in size
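Parental HEK 293 cells stably expressing a cAMP-gated CNG channel were loaded with membrane potential dye containing 100 uM RO 20-1724 for 60 min. Compound added for 30 min; depolarization read as fluorescence intensity at 590 nm.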
TexasRed autofl: qHTS Assay for Spectroscopic Profiling in Texas Red Spectral Region; hit rate 0.06% among 59,000; AID 587, 2007; max dye-equivalent concentration, M; Compound fluorescence, Texas Red channel, 547/618 nm; hits give high values; in the data active = max dye-equivalent concentration above about 10 nM; inconclusive = between about 1.1 nM and that limit
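qHTS profiling of intrinsic compound fluorescence; 100 mM Tris pH 8.0; 15 min RT; ex 547 / em 618 nm; response expressed as Texas Red dye-equivalent concentration from six-point plate standard.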
Luciferase inh: qHTS Assay for Inhibitors of Firefly Luciferase. purified firefly luciferase, luminescence, 8 min. Luciferin 4-monooxygenase (Photinus pyralis), P08659. Potency, µM (top dose mostly 57.1 µM), inactives show top-dose activity change, negative = inhibition, actives largely listed as inhibitors. hit rate 2.2% among 72,000; also: potency is read from the fitted curve at half-maximal effect; % is scaled to controls: 0 for no effect and ±100 for the full control effect; nearly all actives have a fitted effect of over 40% in size
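Luminescence read-out after 8 min at room temperature; enzyme reaction used luciferin plus 10 uM ATP (linear range) in imidazole buffer pH 7.2 with KCl, MgCl2, Tween 20 and BSA. Each sample was run as a titration.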
4-MU autofl: qHTS Assay for Spectroscopic Profiling in 4-MU Spectral Region | compound autofluorescence, 340/450 nm, 4-MU equivalents; hits give high values | max dye-equivalent concentration, M | hit rate 11% among 59,000 | AID 589, 2007; in the data active = max dye-equivalent concentration above about 10 nM; inconclusive = mostly about 1.1 nM to 9.6 nM
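Compounds in 100 mM Tris, pH 8.0, incubated 15 min at room temperature, then fluorescence read at 340 nm excitation/450 nm emission. Signal converted to 4-MU dye-equivalent concentration using an on-plate six-point 4-MU standard curve.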
ERK AVP inh: qHTS Assay for Inhibitors of the ERK Signaling Pathway using a Homogeneous Screening Assay; HEK293-V1b, vasopressin-stimulated pERK AlphaScreen; Potency, µM (highest dose often 57.5 µM), inactives show at the top dose activity, negative = inhibition, usual class: inhibitors; hit rate 0.99% among 72,000; also: potency is read from the fitted curve at half-maximal effect; % is scaled to controls: 0 for no effect and ±100 for the full control effect; nearly all actives have a fitted effect of over 55% in size
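V1b-HEK293 cells; cpd 30 min 37C; 25 nM vasopressin 5 min; lyse 10 min; AlphaScreen beads 5 hr RT. Normalized to DMSO basal and 25 nM vasopressin; AC50 by Hill fit.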
Tau fil binding: qHTS Assay for Tau Filament Binding. AID 596, 2007. hit rate 2% among 71,000. Microtubule-associated protein tau (Homo sapiens), P10636. recombinant tau filaments, thioflavin S fluorescence, 15 h; filaments grown with octadecylsulfate alongside compound. Potency, µM (doses to about 57.1 µM), without a hit: at the top dose activity change, negative = inhibition;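 also: potency is read from the fitted curve at half-maximal effect; % is scaled to controls: 0 for no effect and ±100 for the full control effect; actives lower thioflavin S fluorescence by blocking filaments or displacing dye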
Target sequence (P10636 whole entry, looked up): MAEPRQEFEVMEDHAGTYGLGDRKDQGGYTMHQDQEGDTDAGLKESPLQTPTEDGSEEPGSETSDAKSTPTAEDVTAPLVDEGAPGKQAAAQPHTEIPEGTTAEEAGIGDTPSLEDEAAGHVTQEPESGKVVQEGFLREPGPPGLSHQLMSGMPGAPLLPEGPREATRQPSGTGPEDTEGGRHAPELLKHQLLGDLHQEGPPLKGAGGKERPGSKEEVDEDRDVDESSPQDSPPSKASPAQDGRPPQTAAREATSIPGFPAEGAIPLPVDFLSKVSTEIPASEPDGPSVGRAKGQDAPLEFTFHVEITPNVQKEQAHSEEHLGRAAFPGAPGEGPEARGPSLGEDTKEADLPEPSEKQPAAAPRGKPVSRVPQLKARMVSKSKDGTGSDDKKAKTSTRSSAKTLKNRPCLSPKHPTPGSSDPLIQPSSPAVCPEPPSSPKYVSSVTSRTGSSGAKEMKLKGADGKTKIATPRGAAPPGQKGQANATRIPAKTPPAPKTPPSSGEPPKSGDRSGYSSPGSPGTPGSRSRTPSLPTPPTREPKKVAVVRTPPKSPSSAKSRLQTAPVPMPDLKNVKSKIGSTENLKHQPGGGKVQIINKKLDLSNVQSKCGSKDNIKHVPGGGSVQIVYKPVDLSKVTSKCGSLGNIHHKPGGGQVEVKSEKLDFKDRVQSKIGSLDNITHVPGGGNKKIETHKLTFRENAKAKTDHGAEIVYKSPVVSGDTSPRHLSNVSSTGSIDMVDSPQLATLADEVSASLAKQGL
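Thioflavine S fluorescence (ex 450, em 510 nm) reports filaments formed from 1 uM human tau plus 30 uM ODS over 15 h at 37 C (10 mM HEPES pH 7.4, 100 mM NaCl, 5 mM DTT); compounds displacing dye or blocking filaments lower signal.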
Caspase-1 inhib: qHTS Assay for Allosteric/Competitive Inhibitors of Caspase-1; P29466; Caspase-1 enzyme, Ac-WEHD-AFC fluorogenic rate; hit rate 0.03% among 75,000; Potency, µM (top dose mostly 57.5 µM), for inactives: top-dose activity change, negative = inhibition, usual class: inhibitors;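 also: potency is read from the fitted curve at half-maximal effect; plate controls were vehicle for no effect and no substrate for full effect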
Caspase-7 inhib: qHTS Assay for Allosteric/Competitive Inhibitors of Caspase-7; P55210; recombinant caspase-7, Ac-DEVD-AFC fluorescence rate; Potency, µM (highest dose often 57.5 µM), for the others: top-dose activity change, negative = inhibition, most hits filed as inhibitors; hit rate 0.02% among 75,000; AID 889, 2007; active = well fitted inhibition curve with a large enough effect in the main read-out, with a control signal flat, not every such curve was filed as active; inconclusive = small, poorly fitted or top-dose-only effect, or a change in a side signal; also: potency is read from the fitted curve at half-maximal effect; % of control where 0% means no effect
Target sequence (P55210 24-198 limits assumed): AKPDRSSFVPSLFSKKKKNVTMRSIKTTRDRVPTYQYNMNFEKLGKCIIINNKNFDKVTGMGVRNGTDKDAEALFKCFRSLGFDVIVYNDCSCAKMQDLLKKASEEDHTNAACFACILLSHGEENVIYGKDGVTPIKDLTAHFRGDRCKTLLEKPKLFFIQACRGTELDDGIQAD
Target sequence (P55210 207-303 limits assumed): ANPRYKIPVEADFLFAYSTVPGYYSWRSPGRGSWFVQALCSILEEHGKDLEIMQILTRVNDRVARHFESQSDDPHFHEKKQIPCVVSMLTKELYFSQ
A350 fluor: qHTS Assay for Spectroscopic Profiling in A350 Spectral Region; Compound autofluorescence, 340/450 nm, Alexa 350 dye-equivalents; hits give high values; max dye-equivalent concentration, M; hit rate 11% among 59,000; in the data active = max dye-equivalent concentration above about 10 nM; inconclusive = mostly about 1.1 nM to 9.6 nM
Rhodamine fluor: qHTS Assay for Spectroscopic Profiling in Rhodamine Spectral Region; Rhodamine-region fluorescence, 547/598 nm, Tris buffer; hits give high values; max dye-equivalent concentration, M; hit rate 0.05% among 59,000; in the data active = max dye-equivalent concentration above about 11 nM; inconclusive = between about 1.1 nM and that limit
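Read-out is relative fluorescence at 547 nm excitation and 598 nm emission, expressed as dye-equivalent concentration using rhodamine standards on every plate. Each compound was profiled across a concentration series after 15 min in 100 mM Tris, pH 8.0.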
* = called active by the depositor; i = inactive; ? = inconclusive; / = no result given; [ ] = dose if it differs, or a comment. Unless noted, calls follow the shape of the dose curve; as a rule, active = well fitted curve in the direction sought with a large enough effect; inconclusive = small, poorly fitted or top-dose-only effect, or another doubt; inactive = no such curve, though single readings can be large; an effect the other way counts as inactive or inconclusive.

SMILES | Fluorescein fluor | HEK293 cAMP ctrl | TexasRed autofl | Luciferase inh | 4-MU autofl | ERK AVP inh | Tau fil binding | Caspase-1 inhib | Caspase-7 inhib | A350 fluor | Rhodamine fluor
COC(=O)CSc1nnc(-c2ccco2)n1-c1ccc(C)cc1 | i | 5% | i | 6% | i | -2% | 2% | -1% | -1% | i | i
COc1ccc(CNC(=O)Nc2cccs2)cc1OC | i | 1% | i | 1% | i | 21% | 2% | -5% | -4% | i | i
COCCn1c(CN2CCN(c3ccccc3)CC2)nc2c1c(=O)n(C)c(=O)n2C | ? | 20% | i | -1% | i | -10% | -1% | -2% | 0% | i | i
CCCCCCCC/C=C\CCCCCCCC(=O)N[C@@H](CO)Cc1ccc(O)cc1 | / | 13% | / | -4% | / | 3% | 12% | -2% | -9% | / | /
O=C(Nc1ccon1)C(Sc1ccccc1)c1ccccc1 (stereo not given) | i | ? | i | 4% | i | -1% | -20% | 0% | 0% | i | i
ONC=Nc1cccc2nonc12 | ? | 4% | ? | 1% | i | -18% | -3% | 0% | -1% | i | i
CCCOc1ccc(Cc2nc(N)nc(N)n2)cc1 | i | 8% | i | 3% | i | -19% | -13% | -1% | -1% | ? | i
COCCN(CCOC)c1nc(C)nc2c1nc(-c1ccccc1)n2CCN(C)C | / | ? | / | / | / | -16% | 6% | -2% | -1% | / | /
COc1ccc(OCCCON2C(=O)c3ccccc3C2=O)cc1 | i | 4% | i | -4% | i | -14% | -5% | -1% | 1% | i | i
O=C(NCc1ccccn1)c1ccc(Cl)cc1Cl | ? | 1% | i | 0% | 1e-08M* | -25% | -2% | -1% | 1% | 1.2e-08M* | i
CN1C(=O)c2c(sc3c2CCCC3)NC1c1ccccc1O (stereo not given) | i | / | i | -2%[25.5 µM] | i | / | / | / | / | ? | i
Cc1cc(NC(=O)c2cnn3cccnc23)n(-c2ccccc2)n1 | i | 3% | i | 2% | i | ? | 1% | -2% | 2% | i | i
CC(C)(C)OC(=O)N1CCOCCOCCN(C(=O)OC(C)(C)C)CCOCC1 | i | 4% | ? | 2% | i | 4% | -2% | -1% | 1% | i | i
CC(=O)N1CCN(C(=O)CCc2c[nH]c3ccccc23)CC1 | ? | 2% | i | -1% | i | -12% | 4% | -2% | 0% | i | i
CCn1c(COc2ccccc2)nnc1SCC(=O)Nc1cc(OC)ccc1OC | i | 16% | ? | 0% | i | -21% | 0% | -4% | -1% | i | i
Clc1ccccc1C(Nc1cnccn1)Nc1cnccn1 | ? | 1%[11.4 µM] | i | 4%[11.4 µM] | i | 14%[11.5 µM] | -1%[11.4 µM] | -1%[11.5 µM] | 0%[11.5 µM] | i | i
COc1ccc(N2C(=O)CC(Cc3ccccc3)C2=O)cc1 (stereo not given) | ? | 0% | i | 2% | i | 2% | -10% | 0% | 0% | i | i
O=C(O)c1ccccc1C(=O)OCc1ccccc1 | / | 10% | / | 0% | / | -8% | 3% | -1% | 0% | / | /
CCCCOc1ccc(NC(=O)CN2CCN(C(=O)OCC)CC2)cc1 | ? | 16% | i | 0% | i | -13% | -20% | 0% | 1% | i | i
Cc1cc(C)cc(-c2nnc(SCC(=O)NCc3cccs3)o2)c1 | ? | ? | i | 0% | i | -22% | 14% | -1% | -3% | i | i
CC1(C)CC(=O)c2c(O)cc(O)cc2O1 | i | -4% | i | 5% | i | -7% | -16% | 0% | 1% | i | i
Oc1c(CN2CCOCC2)ccc(CN2CCOCC2)c1O | ? | 2%[11.4 µM] | i | 1%[11.4 µM] | i | -4%[11.5 µM] | 6%[11.4 µM] | -1%[11.5 µM] | 0%[11.5 µM] | i | i
CN1CCN(c2cc(=O)n(-c3ccc(Cl)cc3)c(=O)[nH]2)CC1 | / | 9% | / | 0% | / | / | -6% | -1% | 1% | / | /
O=C(NC1CCCc2ccccc21)C1CCN(S(=O)(=O)N2CCCCCC2)CC1 (stereo not given) | i | 11% | i | 3% | i | -10% | 16% | -1% | 0% | i | i
Fc1ccc(-c2nn3c(C4COc5ccccc5O4)nnc3s2)cc1 (stereo not given) | i | ? | ? | 0% | i | -11% | 10% | -2% | -1% | ? | i
COc1ccc(NC(=O)CSc2nnc(CN3CCOCC3)n2-c2ccccc2)cc1Cl | i | 0% | i | -2% | i | 21% | 12% | 0% | -1% | i | i
CCOC(=O)N1CCC(NC(=O)Cn2c3c(c(-c4ccccc4Cl)cc2=O)CCC3)CC1 | / | 17% | / | -4% | / | -4% | 6% | 1% | -2% | / | /
Cc1c(C(=O)OCC(=O)c2ccc3c(c2)OCCO3)oc2ccccc12 | ? | ? | ? | -12% | i | 10% | 25% | -1% | 1% | i | i
CCOC(=O)c1c(C)[nH]c(C(=O)COC(=O)c2cnc(C)cn2)c1C | ? | -4% | ? | 0% | 1.5e-08M* | -6% | -3% | -1% | 5% | 1.7e-08M* | i
COC(=O)[C@@]1(Cc2ccc(F)cc2)[C@H]2c3cc(C(=O)N4CCCC4)n(CCc4ccc(OC)c(Br)c4)c3C[C@H]2CN1C(=O)c1ccccc1 | / | ? | / | / | / | -8% | 20% | -3% | -4% | / | /
CC1(C(=O)NCCc2c[nH]c3ccccc23)C=CCN1C(=O)c1ccccc1 (stereo not given) | / | 25% | / | / | / | 2% | -10% | 1% | 2% | / | /
CCOC(=O)c1nnn(-c2nonc2-n2cccc2)c1CN1CCC(C)CC1 | i | 17% | ? | 1% | i | 28% | -5% | -1% | -5% | i | i
COC(=O)c1ccccc1NC(=O)c1cnn2c(C(F)F)cc(C3CC3)nc12 | i | 16µM* | i | -2% | 2.4e-08M* | 3% | 122% | -8% | -9% | 1.6e-08M* | i
Cc1ccc2c(c1)N(CC(=O)c1cccc(Cl)c1)C(=O)C(C)O2 (stereo not given) | ? | 20µM* | i | -1% | i | -1% | 13% | -2% | -2% | i | i
CCc1nc(SCC(=O)Nc2cc(C)on2)c2c(C)c(C)sc2n1 | ? | ? | ? | 2% | 3.8e-08M* | -4% | 8% | 2% | 0% | 4.2e-08M* | i
Cc1ccccc1-n1nnnc1-c1ccccc1 | / | ? | / | 2% | / | 16% | 5% | -3% | 2% | / | /
CCc1c(C)sc(NC(=O)c2cc(-c3ccco3)on2)c1C#N | ? | ? | i | -1% | ? | -4% | 6% | -7% | -10% | ? | i
Cn1c(=O)n(CC(=O)N2CCOCC2)c2ccccc21 | i | 3% | ? | 2% | i | -12% | 1% | 0% | 0% | ? | i
Cc1ccc(-c2nnn(CC(=O)N(c3cccc(F)c3)C(C(=O)NC3CCCC3)c3ccco3)n2)o1 (stereo not given) | i | 15% | ? | -1% | i | -1% | -18% | 1% | 2% | i | i
CCC1CCCCN1c1nc(-c2cccc(OC)c2O)nc2ccccc12 (stereo not given) | i | / | i | -1%[25.5 µM] | i | / | / | / | / | i | i
CCOc1ccc(CCNC(=O)C2CCCN(c3nn4c(=O)cc(C)nc4s3)C2)cc1OCC (stereo not given) | i | -5% | ? | 0% | i | 9% | 7% | 1% | -3% | i | i
COc1ccc(Nc2oc(-c3cccs3)nc2C#N)cc1 | i | / | ? | ? | 1e-07M* | / | / | / | / | 6.8e-08M* | i
COc1ccc2cc(C(c3nnnn3Cc3ccc(F)cc3)N3CCCCCC3)c(=O)[nH]c2c1 (stereo not given) | i | 15% | ? | -1% | ? | 1% | 5% | ? | -21% | ? | i
Cc1cc(OCC(=O)Nc2ccc(S(=O)(=O)N3CCN(C)CC3)cc2)cc(C)c1Cl | i | 21% | i | 3% | ? | ? | 44% | -2% | -2% | ? | i
O=C1CCCC2=C1C1(CCCC1)N=C(Nc1nc3ccccc3o1)N2 | ? | -11% | ? | -2% | 9.6e-08M* | 15% | -1% | -2% | -1% | 1.4e-07M* | i
Cc1cc(-n2c(C)cc(C(=O)CN3C(=O)NC4(CCCCC4C)C3=O)c2C)no1 (stereo not given) | ? | 8% | ? | -2% | i | 3% | -7% | 3% | -3% | i | i
COc1ccc(S(=O)(=O)N2CCC(n3cnc4cc(C(F)(F)F)ccc43)CC2)cc1 | i | 13% | ? | -1% | i | -7% | 7% | -2% | -4% | i | i
COc1ccccc1N1CCN(CCc2n[nH]c(=S)n2-c2ccccc2)CC1 | / | 15% | / | 0% | / | ? | 8% | 0% | 1% | / | /
COc1ccc(C)cc1C(=O)C1CC(C(=O)O)C(C)(C)C1C (stereo not given) | i | 15% | i | 2% | i | 24% | 6% | -3% | 5% | i | i
CCCS(=O)(=O)N1CCCC(C(=O)NCCc2ccc(OC)c(OC)c2)C1 (stereo not given) | i | ? | ? | -2% | i | 1% | -8% | 1% | 1% | i | i

Not all compounds are listed, so the mix of outcomes need not match the whole.
